Bioassay records deposited in PubChem by several laboratories.
3CLpro inhibitor: SARS-CoV 3CLpro protease inhibition; P0C6X7; recombinant SARS-CoV 3CLpro, quenched FRET peptide cleavage; inhibition, % at 6 µM; hit rate 0.14% among 290,000; AID 1706; in the data active = inhibition above about 12%
Vc quorum ag: induces V. cholerae light production without autoinducers; V. cholerae BH1578 lux reporter, luminescence, 6 h; activation, % at 18.7 µM; hit rate 0.16% among 350,000; AID 588436; in the data active = activation mostly above about 9.7%, no sharp cut-off; inconclusive = no clear call, values can overlap the other calls; inactive = mostly below about 3.7%; also: not every result past the cut was called active; inactives centre near 0; reference of the scale not given here
Yp Topo-I inh: blocks Yersinia pestis topoisomerase I activity; Y. pestis Topo-I cleavage product accumulation, plate reader; hit rate 0.064% among 360,000; activity, % at 10 µM; in the data active = activity above about 50%, passing the limit was not always enough; inconclusive = no clear call, values can overlap the other calls; also: inactives centre near 2
TcdB GH inh: inhibitors of Clostridioides difficile toxin B glycohydrolase | P18177 | TcdB glycohydrolase enzymatic assay, plate reader | inhibition, % at 9.99 µM | hit rate 0.24% among 350,000; in the data active = inhibition above about 10%
PrPC surface inh: cell surface PrPC inhibition, primary TR-FRET screen | TR-FRET read-out | inhibition, % at 13.8 µM | AID 720596 | P04156 | hit rate 0.43% among 370,000; in the data active = inhibition above about 24%; also: 0% = median of the test wells and 100% = reference compound wells
SSB-PriA inh: blocks PriA binding to SSB C-terminal tail. AlphaScreen SSBct-PriA binding, biotinylated peptide. inhibition, % at 33 µM. hit rate 0.6% among 430,000. AID 1272365; in the data active = inhibition mostly above about 37%, no sharp cut-off; inactive = mostly below about 20%;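 also: plate controls were negative control peptide for no effect and reference peptide for full effect; strong numbers were not always called active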
BoNT-A LC inh2: blocks Botulinum neurotoxin A light chain protease; inhibition, % at 10 µM; hit rate 0.17% among 360,000; multiplex microsphere protease substrate cleavage, flow cytometry; also: plate controls were buffer without enzyme for full effect and enzyme alone for no effect
Anthrax LF inh2: blocks Bacillus anthracis lethal factor protease; multiplex microsphere protease cleavage assay, LF; P15917; hit rate 0.12% among 360,000; inhibition, % at 10 µM; also: plate controls were buffer without enzyme for full effect and enzyme alone for no effect
PfHsp40 rescue: compounds rescuing yeast from Plasmodium falciparum HSP40 toxicity; growth rescue, % at 12.5 µM; S. cerevisiae expressing PfHsp40, growth rescue, ATP luminescence; hit rate 0.68% among 340,000; in the data active = growth rescue above about 28%, passing the limit was not always enough; inconclusive = no clear call, values can overlap the other calls;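 also: yeast W303a lacking pdr1 and pdr3 grown in galactose medium; growth measured after three days at 30 °C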
Active calls of the source: *; i = inactive; ? = inconclusive; . = no result given; & = joins results of further samples. Rule as the data show it, unless noted: active = inhibition above about 30%; inconclusive = no clear call, values can overlap the other calls; inactive = below that. Some of the compounds tested; rates above refer to the full screens.

SMILES	3CLpro inhibitor	Vc quorum ag	Yp Topo-I inh	TcdB GH inh	PrPC surface inh	SSB-PriA inh	BoNT-A LC inh2	Anthrax LF inh2	PfHsp40 rescue
CS/C(=N\S(=O)(=O)c1cccs1)Nc1ccc(N2CCOCC2)cc1	-3	i	5&13	-1.1	6&8	.	0.0&-0.3	-6&-2	-0.9
COc1ccc(OC)c(S(=O)(=O)CC(=O)c2cc3ccc(OC)cc3oc2=O)c1	0	-0.7	-13	.	.	-13	3.8	5	-0.1
O=C(N/N=C/c1c(O)ccc2ccccc12)c1cccnc1	12	i	-3	-1.3	-1	.	5.6	-6	2.4
COc1ccc(CNc2nc3nc(C)cc(C)n3n2)cc1	-6	-0.1	10	1.1	5	6	-2.7	0	1.2
CCc1nc(SCC(=O)N2CCN(C(=O)c3ccco3)CC2)c2c3c(sc2n1)CCCC3	0	.	3	.	1	4	0.4	1	0.0
COc1ccccc1C(=O)NCCC(=O)N1CCN(c2ccc(C(F)(F)F)cn2)CC1	.	i	13	1.2	5	-7	3.2	2	-1.4
O=C(Cc1ccccc1)NN=C1CCCC1	.	1.1	9	-0.5	3	-9	-0.3	-1	0.5
CCN(CC)P(=S)(c1c(C)nc2ccccn12)c1c(C)nc2ccccn12	-1	-0.1	45	1.1	6	-9	-2.1	1	-2.2
O=C(C(Cc1ccccc1)n1cccc1)N1CCN(c2ccccc2)CC1 (stereo unspecified)	0	-0.2	16	0.3	10	-7	-0.4	-10	0.5
Cc1ccc(Cn2c(N/N=C/c3ccncc3)nc3c2c(=O)n(C)c(=O)n3C)cc1	-8	-0.6	2	-3.5	-9	i	-1.5	13	-1.3
O=C(Cn1cnc2cc([N+](=O)[O-])ccc2c1=O)Nc1ccccc1Cl	2	-0.4	5	-1.9	-45	-4	0.5	6	3.1
O=Cc1ccc(C(=O)OCC(=O)NC(=O)Nc2ccccc2F)cc1	.	0.8	-9	.	.	1	0.7	-10	-1.0
O=C(NCC1CCCO1)c1cccc(S(=O)(=O)Nc2ccc(F)cc2)c1 (stereo unspecified)	.	i	2	2.0	7	-8	-0.4	-10	-1.0
Cc1cc(S(=O)(=O)N2CCOCC2)ccc1OCC(=O)NCC1CCCO1 (stereo unspecified)	-2	-0.5	8	-1.3	6	-6	-1.3	-11	0.2
Cc1ccc(S(=O)(=O)N2CCCCC2CCNC(=O)C(=O)NCc2ccccc2C)cc1 (stereo unspecified)	.	1.2	20	-0.6	0	1	0.1	3	0.0
CCOC(=O)C1Nc2c(F)cc(C)cc2C2c3ccccc3CC12 (stereo unspecified)	.	-10	15	0.7	-2	-8	0.5	4	-1.0
O=C(COC(=O)c1ccccc1C(=O)c1ccccc1)c1ccco1	1	0.2	-4	.	-9	-5	-2.7	-3	-0.9
CCC(C)c1ccc(NC(=S)Nc2ccc(OC)cc2C)cc1 (stereo unspecified)	2	-0.2	-2	.	2	13	-0.1	-1	0.2
Cc1ccc(C(=O)O)cc1NC(=S)NC(=O)c1ccc([N+](=O)[O-])c(C)c1	2	-0.3	0	-1.4	-9	8	-0.4	4	-0.8
O=[N+]([O-])c1cc2c(cc1/C=N/n1c(-c3ccccn3)n[nH]c1=S)OCO2	-3	-0.3	-3	.	-8	.	-1.2	0	-2.0
Cc1cc(C)c2sc(N(CCCN(C)C)C(=O)c3ccc(S(=O)(=O)N(C)Cc4ccccc4)cc3)nc2c1	.	i	-6	0.6	-11	49*	-5.1	-4	-0.8
COc1ccc(OCC(=O)Nc2ccc(S(=O)(=O)Nc3cc(C)on3)cc2)cc1	.	-4.8	0	0.4	10	-1	4.6	0	1.9
C[N+]1(CC#CC(O)(c2ccccc2)c2ccccc2)CCCC1	-4	-0.4	-1	2.6	-6	-1	0.7	-1	1.1
CC1(c2nnnn2-c2ccc3c(c2)OCCO3)CCC(=O)N1CCc1c[nH]c2ccccc12 (stereo unspecified)	.	.	.	0.0	-1	.	0.6	1	.
N#CCCn1c(Cl)nc2ccccc21	-2	-0.9	-8	0.4	9	1	1.7	2	1.3
Cn1cnc([N+](=O)[O-])c1Sc1nc2ccccc2[nH]1	-4	-0.4	0	0.9	9	-5	-0.6	34*	.
CCOc1ccc2[nH]c(C)c(CN3CCCCC3)c(=O)c2c1	-1	-0.3	-1	.	-10	0	0.1	-7	0.6
COc1ccccc1NC(=O)CCC(=O)OCc1cccc([N+](=O)[O-])c1	3	-0.4	0	-0.1	-4	-12	0.8	-3	-0.9
Cc1ccc(S(=O)(=O)N2CCN(C(=O)COC(=O)c3cncc(Br)c3)CC2)c(C)c1	.	.	6	1.0	10	1	3.7	6	-0.5
FC(F)(F)c1cc(-c2ccccc2)nc2nc(N3CCOCC3)sc12	0	i	-5	0.8	8	-20	-0.2	0	-0.5
CCCc1nn2c(=O)cc(O)nc2s1	0	i	-5	.	-6	-14	0.9	2	-1.5
COc1cccc(CNC(=O)C2CCC(CNc3nc(=S)[nH]c4ccccc34)CC2)c1 (stereo unspecified)	2	i	5	0.1	-2	-10	-0.5	-3	1.5
CN(C)c1ncnc2c1ncn2[C@H]1CN(Cc2ccncc2)C[C@@H](CO)O1	.	-0.5	4	0.9	-3	.	-0.4	-5	.
Cc1cc(C)nc(NC2=N[C@@H]3CCCC[C@H]3N2C(=O)Nc2cc(Cl)cc(Cl)c2)n1	.	-0.6	11	0.1	6	-7	-0.8	1	0.0
Cc1cccc(C)c1NC(=O)COC(=O)c1ccc2c(c1)OCO2	-4	i	-3	-5.2	6	9	-0.6	-1	-0.9
C[C@H](CO)N1C[C@H](C)[C@@H](CN(C)CC2CCCCC2)Oc2c(NS(=O)(=O)c3cn(C)cn3)cccc2C1=O	.	1.3	4	-0.1&0.2	2	5	-0.1	-10	0.9
CCN(Cc1ccncc1)C(=O)c1ccc2c(c1)S(=O)(=O)c1ccccc1C2=O	0	i	-8	0.5	-40	-21	-0.1	-5	-2.0
O=C(Nc1nnc(SCc2cccnc2)s1)C1CC(=O)N(c2ccccc2)C1 (stereo unspecified)	2	-0.4	2	-1.3	-1	-9	-22	-8	-0.6
CCc1nc2ccc(C(=O)NCCOc3ccc(OC)cc3)cn2c1N(C)C(=O)Cc1ccccc1	.	-0.6	16	1.1	0	.	-0.2	-6	.
COc1cc(NC(=O)COc2cccc3c2OC(C)(C)C3)cc(OC)c1OC	.	-1.4	18	1.2	-3	-4	0.3	2	4.4
COc1cc(CN(C)CC(=O)c2[nH]c(C)c(C(C)=O)c2C)ccc1OC(F)F	0	i	-5	.	2	-12	0.8	1	0.0
Cc1ccc(C=NNc2ccc([N+](=O)[O-])cn2)cc1	.	.	-9	1.3	-4	-2	-0.1	-4	36*
O=C(c1cccs1)N1CCN(Cc2cccc([N+](=O)[O-])c2)CC1	0	-0.2	-4	1.3	-11	-5	0.6	3	-1.5
CCOC(=O)c1sc(NC(=O)COc2ncnc3ccccc23)c(C(=O)OCC)c1C	6	-3.3	-5	-0.6	4	-1	-0.2	0	-0.2
CCOC(=O)c1cnc(SCC(=O)Nc2cc(OC)cc(OC)c2)nc1N	-7	-0.4	9	.	7	-6	-1.6	-2	0.1
CC(C)c1csc(CN2CCN(Cc3ccc(F)c(F)c3)C(CCO)C2)n1 (stereo unspecified)	-3	i	8	0.9	-3	0	1.1	-4	-0.3
CCCCNC(=O)c1cc2nc(-c3ccc(OC)cc3)cc(C(F)(F)F)n2n1	.	-0.3	18	0.9	-12	.	0.2	-8	.
CC1=Nc2ccccc2N=C(NC(=O)CN2CCN(c3ccccc3)CC2)C1c1ccccc1 (stereo unspecified)	1	-0.2	22	-0.1	-7	10	-0.4	6	-0.4
CCN(CC(=O)Nc1cccc(OC)c1)c1ncnc2sc(C)c(C)c12	8	-2.4	23	.	13	-21	0.0	2	-0.3
CCOC(=O)c1c(NC(=O)c2ccc(N3C(=O)[C@@H]4[C@H](C3=O)[C@H]3C=C[C@@H]4C3)cc2)sc2c1CCCC2	-1	i	12	0.9	-2	4	0.7	1	0.8
COc1ccc(CNC(=O)C2CCCN2S(=O)(=O)c2ccc(F)cc2)cc1 (stereo unspecified)	-1	0.3	0	1.6	-4	-5	-0.9	-2	-0.7
Cc1nn(C)c(C)c1/C=C(/C(=O)C(C)(C)C)n1cncn1	7	-0.4	-1	0.1	14	-10	1.8	-7	0.1
C/C(=N\N1CCCCC1)c1c(O)[nH]c(=O)[nH]c1=O	2	-6.0	2	.	2	.	-0.1	1	-0.3
CC1CCCCN1S(=O)(=O)c1ccc2c(c1)CCN2C(=O)C1CC1 (stereo unspecified)	-2	-0.3	13	-2.8	6	-8	1.2	0	-0.2
O=C(NCC1(c2ccccc2)CCCC1)C(=O)NCC1(c2ccccc2)CCCC1	0	-0.4	4	.	-7	-16	-0.1	-10	-0.1
CN=C1SC(C(=O)Nc2ccccc2Cl)CC(=O)N1c1ccc(OC(F)(F)Cl)cc1 (stereo unspecified)	3	0.3	-7	1.1	-1	0	-0.9	-2	1.1
Cc1ccc(NC(=O)c2ccc(N3C(=O)C4CC=C(Cl)CC4C3=O)cc2)cc1 (stereo unspecified)	6	-0.5	-1	0.7	-9	0	0.6	1	-0.2
CCOc1ccc(NC(=O)CCNC(=O)Cn2ccc3ccccc3c2=O)cc1	-3	-1.3	2	.	.	-11	-1.5	-12	0.9
Cc1cc(N/N=C/c2ccccc2F)nc(NCc2ccccc2)n1	6	i	2	0.3	-5	i	?	-19	0.6
CC1CCCCC1NC(=O)C1CCN(S(=O)(=O)c2ccc3c(c2)CCC(=O)N3)CC1 (stereo unspecified)	-8	-0.6	-3	0.7	5	-16	-0.3	-6	-0.4

Later entries
SMILES	3CLpro inhibitor	Vc quorum ag	Yp Topo-I inh	TcdB GH inh	PrPC surface inh	SSB-PriA inh	BoNT-A LC inh2	Anthrax LF inh2	PfHsp40 rescue
O=C(CN1C(=O)CCS(=O)(=O)c2ccccc21)NCCc1ccccc1	-5	-0.1	-6	0.8	-3	-8	1.0	6	0.0
N#Cc1ccc(NC(=O)COC(=O)c2cccnc2Cl)cc1	.	-1.6	0	0.8	2	2	-7.5	3	0.1
COc1ccc(OCC(=O)Nc2cccc3ncccc23)cc1	-7	-0.3	0	.	1	-5	0.2	-3	-1.2
Cc1ccc(OCCOCCN2CCN(C)CC2)c([N+](=O)[O-])c1	1	-0.3	-2	0.2	-5	-8	0.2	1	-1.4
N#CCCN(C(=O)CSc1ncccn1)c1ccc2c(c1)OCCO2	.	i	-6	6.7	-4	-14	0.2	5	-0.7
O=C(CSc1nnnn1-c1ccc(F)cc1)NNC(=O)c1ccco1	0	-0.6	3	0.7	-3	-14	-0.2	4	0.4
O=C(N/N=C/c1ccccn1)c1ccc(S(=O)(=O)N2CCCCCC2)cc1	1	-0.1	-8	-0.6	0	.	-0.8	0	0.0
CCOC(=O)C(C(=O)OCC)C(Nc1ccccc1)c1ccccc1 (stereo unspecified)	-4	i	-1	0.8	-2	-7	-0.7	-4	-0.8
O=C(CCc1ccccc1)Nc1cccnc1Cl	-2	-0.2	-3	1.0	6	-16	4.9	?	-1.2
CC1=C(C(=O)OC(C)C)C(c2ccsc2)NC(=O)N1C (stereo unspecified)	3	i	10	.	-5	-8	-0.7	1	1.0
c1ccc2c(c1)ccn2CCCN1CCCCC1	.	-7.1	0	0.7	-6	-2	-0.4	1	-1.4

One compound at a time (already shown). Screens in order: 3CLpro inhibitor	Vc quorum ag	Yp Topo-I inh	TcdB GH inh	PrPC surface inh	SSB-PriA inh	BoNT-A LC inh2	Anthrax LF inh2	PfHsp40 rescue
O=C(CN1C(=O)CCS(=O)(=O)c2ccccc21)NCCc1ccccc1 in the list: -5	-0.1	-6	0.8	-3	-8	1.0	6	0.0
Cc1ccc(OCCOCCN2CCN(C)CC2)c([N+](=O)[O-])c1 in the list: 1	-0.3	-2	0.2	-5	-8	0.2	1	-1.4
O=C(CSc1nnnn1-c1ccc(F)cc1)NNC(=O)c1ccco1 in the list: 0	-0.6	3	0.7	-3	-14	-0.2	4	0.4
O=C(CCc1ccccc1)Nc1cccnc1Cl in the list: -2	-0.2	-3	1.0	6	-16	4.9	?	-1.2
CC1=C(C(=O)OC(C)C)C(c2ccsc2)NC(=O)N1C (stereo unspecified) in the list: 3	i	10	.	-5	-8	-0.7	1	1.0
